IEC-6 tox = counter-screen for KLF5 inhibitors: cytotoxicity in IEC-6 cells | 290,000 compounds, 0.78% hits | IEC-6 cytotoxicity, luminescence viability | inhibition, % at 5 µM; in the data active means inhibition above about 22%;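 further: 0% = plate median of test compound wells and 100% = cytotoxic reference compound wells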
Dyrk1A ADPGlo = Dyrk1A (rat) kinase inhibition; Q63470; ADP-Glo luminescence, NFATc1 peptide; inhibition, % at 12.5 µM; 310,000 compounds, 0.43% hits; in the data active means inhibition above about 50%;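 further: plate controls were vehicle with enzyme for no effect and no enzyme for full effect; many of its hits are not listed in these tables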
HSP90 inh = HSP90 refolding inhibition in rabbit reticulocyte lysate | inhibition, % at 5.6 µM | 290,000 compounds, 0.91% hits | luciferase refolding luminescence, 3 h;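 active means inhibition above the screen-wide mean plus 3 SD, computed separately per campaign, cut at about 16% in these data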;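 further: 0% = DMSO wells and 100% = 60 µM geldanamycin wells; inhibitors lower the luminescence because luciferase stays unfolded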
KLF5 inh = suppresses KLF5 promoter-driven expression; DLD-1 KLF5 promoter-luciferase reporter, luminescence; inhibition, % at 5 µM; 290,000 compounds, 0.23% hits;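 active means inhibition above a per-plate limit of that plate's mean compound inhibition plus 3 SD, cut at about 60% in these data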;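 further: 0% = DMSO wells and 100% = LY294002 at 200 µM; higher means less KLF5 promoter-driven luciferase light; inactives centre near -14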
GSK3A inh = human GSK-3 alpha kinase inhibition; P49840; inhibition, % at 10 µM; ADP-Glo luminescence, 60 min; 320,000 compounds, 0.1% hits; AID 2650;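 in the data active means inhibition above about 50%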;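 further: GST-tagged GSK-3 alpha with peptide substrate and 25 µM ATP; 0% = DMSO neutral wells and 100% = GW8510 positive control wells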
Target sequence (P49840 whole entry, looked up): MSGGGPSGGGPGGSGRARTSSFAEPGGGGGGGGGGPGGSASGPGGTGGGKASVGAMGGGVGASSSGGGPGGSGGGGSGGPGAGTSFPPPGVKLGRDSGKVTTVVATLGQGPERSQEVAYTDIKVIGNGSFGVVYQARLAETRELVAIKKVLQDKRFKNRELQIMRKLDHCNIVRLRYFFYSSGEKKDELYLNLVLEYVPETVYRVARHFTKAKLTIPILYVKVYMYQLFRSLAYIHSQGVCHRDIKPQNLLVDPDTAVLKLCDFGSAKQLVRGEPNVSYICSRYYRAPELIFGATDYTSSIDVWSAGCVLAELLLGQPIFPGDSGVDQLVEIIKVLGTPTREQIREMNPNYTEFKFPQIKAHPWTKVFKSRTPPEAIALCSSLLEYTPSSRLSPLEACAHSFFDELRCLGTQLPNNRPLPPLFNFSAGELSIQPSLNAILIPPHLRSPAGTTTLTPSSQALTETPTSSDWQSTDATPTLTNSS
HSF1 inh = HSF1 inhibition. NIH3T3-HGL HSE-luciferase, MG132-induced, luminescence 8 h; stronger effect = lower value. activity change, negative = inhibition, % at 7.5 µM (by protocol). 300,000 compounds, 0.77% hits;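 active means more than half of replicate wells show activity change below -50%, luminescence cut by over half; inconclusive means some wells, but at most half, below -50%; inactive means no replicate well below -50%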;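 further: luciferase reports HSF-1 transcriptional activity via heat shock element; 0% = median of DMSO wells and -100% = zero luminescence signal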
GSK3B inh = human GSK3beta kinase inhibition | GST-GSK3beta kinase, ADP-Glo luminescence, 60 min; stronger effect = lower value | activity score (negative = inhibition), % at 10 µM | 300,000 compounds, 0.038% hits;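 active means more than half of replicate wells score below -50%, meaning over 50% inhibition versus plate controls; inconclusive means some replicates but at most half score below -50%; inactive means no replicate scores below -50%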;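 further: 0% = median DMSO wells and -100% = median GW8510 positive control wells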
Target sequence (P49841 whole entry, looked up): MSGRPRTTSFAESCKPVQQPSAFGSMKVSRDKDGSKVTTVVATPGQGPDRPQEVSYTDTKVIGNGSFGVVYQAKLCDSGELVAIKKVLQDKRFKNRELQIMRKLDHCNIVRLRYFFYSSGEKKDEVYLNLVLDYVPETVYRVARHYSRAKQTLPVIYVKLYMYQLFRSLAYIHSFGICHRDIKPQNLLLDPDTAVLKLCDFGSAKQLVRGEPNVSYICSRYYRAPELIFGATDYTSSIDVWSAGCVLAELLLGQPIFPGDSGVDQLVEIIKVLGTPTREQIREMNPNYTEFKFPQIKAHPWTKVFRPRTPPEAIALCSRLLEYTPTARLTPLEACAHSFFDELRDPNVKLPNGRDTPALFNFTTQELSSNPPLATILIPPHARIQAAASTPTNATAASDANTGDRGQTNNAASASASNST
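test system = GST-tagged human GSK3beta kinase, cell-free | reagent = 25 µM ATP with peptide substrate | dosing = one dose of 10 µM per compound | schedule = 60 min reaction, RT | detection = luminescent ADP-Glo measurement of ADP formed | control set = DMSO neutral wells and GW8510 at 20 µM as positive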
aSyn UTR inh = MLPCN primary screen, SNCA 5' untranslated region. alpha-synuclein 5'UTR reporter, inhibitor activity. inhibition, % (tested at 7.5 µM). 300,000 compounds, 0.82% hits. AID 1813; in the data active means inhibition above about 60%; inconclusive means no clear call, values can overlap the other calls;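 further: H4 neuroglioblastoma cells stably carrying SNCA 5'UTR luciferase fusion; 0% = DMSO wells and 100% = positive control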
Platelet DG rel = modulates dense granule release in human platelets. inhibition, %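 (compounds screened at 7.5 µM in platelet-rich plasma)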. AID 1663. 300,000 compounds, 0.22% hits. human platelet-rich plasma, SFLLRN dense granule ATP release, luminescence;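 active means mean replicate score, as percent of positive control, at or above 50; inconclusive means mean below 50 but at least one replicate at or above 50; inactive means mean and every replicate below 50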
HSF1 activator = increases HSF-1 driven luciferase reporter signal | NIH3T3-HGL HSF-1 luciferase reporter, MG132, 8 h; 100% = twice DMSO control signal | activation, % at 9 µM | 300,000 compounds, 1.7% hits | AID 504408;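 active means mean replicate activation of at least 50% with a set share of replicates each reaching 50%; inconclusive means only one of those two conditions met; inactive means mean below 50% and too few replicates reaching it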;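 further: 0% = median of the neutral control wells and 100% = twice that signal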
The depositor's hits bear a star; ? = inconclusive; nt = not tested or not shown. Some of the compounds tested (hit frequency here may not be typical).

canonical_smiles,aSyn UTR inh,KLF5 inh,Dyrk1A ADPGlo,GSK3B inh,Platelet DG rel,GSK3A inh,HSF1 activator,HSF1 inh,IEC-6 tox,HSP90 inh
Cc1ccc(C(=O)NC2CCc3ccccc3C2=O)cc1 (stereo not drawn),-168.9,-87.0,nt,-1.0,0.4,-2.7,49.5,33.4,5.8,6.9
CCCCn1c(N)c(N(CC)C(=O)c2cc(OC)cc(OC)c2)c(=O)[nH]c1=O,2.6,-11.8,nt,2.5,-10.9,-3.1,3.7,-14.0,-8.9,-1.6
O=C(CCn1c(=O)c2ccccc2n(Cc2ccccc2)c1=O)NC1CCN(Cc2ccccc2)CC1,6.4,-1.2,5.9,0.7,0.9,0.9,-0.6,5.7,-3.7,0.9
CC(C)C(=O)Nc1csc(C(F)(F)F)c1-c1ccccc1,4.9,-2.2,4.6,2.5,-5.4,-0.1,-43.8,-30.5,3.4,-0.6
COc1ccccc1NC(=O)/C(C#N)=C/c1cccnc1,-10.0,-27.9,-1.4,3.5,-10.1,-0.1,3.8,2.8,-4.4,-2.0
CCc1nnc(NC(=O)[C@@H](NC(=O)c2ccc(OC)cc2)C(C)C)s1,-20.7,-14.6,nt,-3.5,?,-1.7,5.1,2.9,-10.9,-2.8
O=C1C/C(=C\c2c(F)cccc2Cl)N2CCC1CC2,-18.6,-15.2,-5.0,3.6,5.0,-1.3,16.3,4.6,1.7,1.5
COCCNC(=S)N(Cc1cccs1)Cc1cc2cccc(C)c2[nH]c1=O,11.6,-29.5,2.0,-1.1,-1.3,-6.1,2.2,-0.5,2.5,1.8
Cc1ccc(-n2nc3c(c2NC(=O)c2ccc4c(c2)OCO4)CSC3)cc1,-4.4,-22.8,5.6,-18.2,-45.9,-3.5,-6.5,4.9,-1.6,3.4
COc1ccc(NC(=S)NCc2cccn2C)cc1,-14.3,10.7,0.7,1.6,2.8,-0.7,-0.2,-0.1,3.7,8.0
O=[N+]([O-])c1cc(Cl)ccc1Oc1ccc(-c2nnco2)cc1,-1.0,-21.8,2.8,-2.0,-5.1,4.8,-4.0,-2.6,-1.0,1.4
CCCN1CCC(=O)N([C@H](CSc2ccc(C)cc2)CC(C)C)CC1,-174.8,nt,3.3,0.9,-8.4,nt,-56.0,-42.4,nt,nt
O=C(CSc1nnnn1C1CCCC1)NCc1cccs1,-24.3,18.7,-1.7,0.5,0.3,-3.7,2.1,-9.6,-1.2,-0.6
CN(C)C(=O)c1cc(Cl)ccc1Sc1cc(Cl)ccc1Cl,13.9,-10.5,-0.5,3.5,-19.0,-0.1,9.7,10.5,5.8,3.8
CCCCNC(=O)C1CCC(CNS(=O)(=O)c2cccc3nsnc23)CC1 (stereo not drawn),-4.3,-25.5,5.6,-5.3,-0.5,nt,-2.0,0.1,-0.1,5.0
CCCCOC(=O)CCc1c(C)n[nH]c1C,-0.7,-4.6,nt,3.3,1.2,-2.1,63.0*,21.8,-1.1,-0.6
CCC(CC)c1nnc(NC(=O)[C@@H](NC(=O)c2cccc(C)c2)C(C)C)s1,-16.6,11.6,1.9,1.3,8.0,-13.4,0.0,3.5,1.0,-0.1
CNC(=O)c1ccc(-c2ccccc2)s1,nt,-112.9,18.8,0.6,nt,-6.2,nt,nt,3.1,0.2
CC(=O)c1cc(-c2ccccc2)n(CCC(=O)NC2CCCCCC2)c1C,16.2,-7.5,5.7,-3.7,24.9,-1.5,7.2,3.1,-6.5,-1.5
CNC(=S)N1N=C2c3ccccc3CCC2C1c1ccccc1Cl (stereo not drawn),12.4,-1.7,nt,-1.8,16.8,-2.6,1.4,2.5,3.7,-1.9
CC(C)(C)c1nnc(NC(=O)c2cccs2)s1,-143.3,-175.2,-1.2,0.8,22.8,-8.2,46.3,29.9,13.4,8.9
CCN(CC)c1ccc(/C=N/NC(=O)c2cc(C)nc3ccccc23)cc1,32.1,31.9,1.9,-0.8,-7.2,-1.8,12.0,-1.4,21.2,3.1
CCn1c(-c2cccnc2)n[nH]c1=S,-7.6,-10.9,6.5,-1.7,0.9,-2.5,2.6,-6.2,-0.1,0.1
Cc1ccc2nc(Nc3nc(CSc4nnc(C)s4)cc(=O)[nH]3)nc(C)c2c1,-26.1,-1.5,49.1,1.0,4.2,0.8,13.2,0.2,4.8,-0.4
CN1CCN(C(=O)/C(=C/c2ccc(F)cc2)c2ccsc2)CC1,-0.2,-9.2,-2.1,-0.9,-7.1,-0.2,-16.3,-1.9,-1.0,-2.1
O=C1CSC(=NC(=O)c2ccccc2)N1,-36.4,-28.3,5.0,0.0,2.9,1.3,-9.3,1.2,-0.9,-2.9
Cc1ccccc1CS(=O)(=O)c1cn(CC(=O)N2CCC(C)CC2)c2ccccc12,-0.5,-2.9,2.0,0.9,-3.1,-0.8,20.2,-2.1,-4.4,-2.1
CCc1nnc(NC(=O)CSc2nc3c(c(=O)n2CC)SC(C)C3)s1 (stereo not drawn),-8.4,-28.9,-0.4,0.3,5.2,-0.1,-7.1,-7.4,-1.0,-5.4
O=C(N/C(=C/c1ccc(F)cc1)C(=O)N1CCCC1)c1ccccc1,13.9,-26.4,2.6,-0.6,6.1,-0.8,-6.1,-3.8,-8.7,0.6
O=C(Cc1c(C(=O)O)[nH]c2ccc(Cl)cc12)Nc1ccc2c(c1)OCCO2,-13.2,-15.3,1.5,2.1,-2.8,-9.3,2.9,-8.2,8.4,-1.2
CCOC(=O)c1sc2nc(C3CC3)cc(-c3ccc(F)cc3)c2c1N,23.1,-11.9,-2.7,2.2,5.2,nt,-3.9,-0.2,-4.8,-0.7
CCc1nnc(NC(=O)c2cccc(S(=O)(=O)N3CCCCC3)c2)s1,11.6,-22.7,0.9,3.5,-2.4,0.3,-57.0,-56.3*,3.0,-3.3
COc1ccc(CNC(=O)CCC2N=C3c4ccccc4N=C(SCC(=O)NCC4CCCO4)N3C2=O)cc1 (stereo not drawn),-1.2,10.5,nt,1.5,-1.7,-1.0,4.4,-3.4,0.6,2.5
COCCNC(=S)N1CCN(C/C=C/c2ccccc2)CC1,9.0,-29.8,1.7,0.4,9.8,-2.2,6.7,0.5,-6.7,-1.6
C#CCOCCOCCOCCNc1nc(N2CCN(C(=O)Cn3cc(CCCCN)nn3)CC2)nc(N2CCN(C(=O)Cn3cc(CCCCN)nn3)CC2)n1,0.2,-34.4,10.3,1.4,3.9,3.6,-12.0,1.1,-7.0,-2.2
O=C(CCS(=O)(=O)c1ccc(Br)cc1)N1CCN(c2ccccc2)CC1,nt,32.7,-0.5,nt,nt,-0.7,nt,nt,6.9,4.3
COc1ccc(Cc2nnc(NC(=O)Nc3ccc(F)cc3)s2)cc1,0.3,-15.1,-4.1,-4.4,4.2,-2.2,-15.5,2.1,-2.9,-2.6
OC(CN1CCCCC1)Cn1c(C(F)(F)F)nc2ccccc21 (stereo not drawn),-2.6,-17.7,4.4,-0.9,6.3,-3.0,6.5,-2.0,-2.8,-0.8
C#CCOc1ccccc1/C=N/NC(=O)c1ccccc1OCc1ccccc1,4.3,-2.5,-2.2,-1.9,8.2,-3.1,-11.4,-7.1,-1.0,5.0
CO/N=C/C(C#N)=C/c1ccc(OC)cc1,-81.1,-45.4,-0.3,3.7,1.9,0.9,20.2,13.1,0.4,3.9
CCN(CC)C(=O)c1ccc(COc2ccccc2Br)o1,-59.4,-23.9,21.2,1.3,-1.0,0.4,23.6,3.1,-1.3,-0.1
CCOC(=O)C1=C(O)CSC1=Nc1ccc(C)cc1,20.5,-12.0,4.6,0.6,6.6,0.8,4.9,-1.8,-0.2,4.0
Cc1ccc(NC(=S)Nc2ccc3cn[nH]c3c2)cc1,-83.3,13.4,63.4*,0.7,?,-1.9,-25.0,-14.3,-5.8,1.6
CCN(CC)CCCNc1oc(/C=C/c2ccccc2)nc1C#N,-63.8,-28.7,nt,0.0,-2.0,0.5,12.1,2.2,3.0,-3.9
O=C(Nc1cccnc1)c1ccc(-c2ccccc2)cc1,-162.8,1.6,0.5,-2.2,10.4,nt,65.7*,27.7,8.7,-4.8
CCOc1cc([N+](=O)[O-])cc(/C=N/NC(=O)c2c(-c3ccccc3)noc2C)c1O,-23.0,-6.9,5.6,1.1,-2.9,-0.9,-18.6,-4.4,-1.0,-6.2
COc1cc(C(=O)O)ccc1OC(C)=O,12.6,3.0,-5.3,-2.0,-6.1,-1.2,-12.4,-1.5,2.6,-2.3
COc1ccc(/C(C)=N/NC(=O)CNC(=O)CCc2ccccc2)c(OC)c1,-11.1,-17.4,-7.0,0.9,-8.5,-1.5,-2.8,-1.6,0.3,3.6
O=C(CSc1nc2ccc([N+](=O)[O-])cc2[nH]1)NC1CCCCC1,25.4,21.3,14.6,1.1,5.2,2.7,23.1,5.8,2.0,0.6
CC(Oc1ccccc1)C(=O)N1CCC2(CC1)Oc1ccc(F)cc1C(=O)C21CC(c2ccc(Cl)cc2)=NO1 (stereo not drawn),31.3,nt,-1.6,2.0,1.3,-2.7,13.2,6.3,nt,nt

Further entries
canonical_smiles,aSyn UTR inh,KLF5 inh,Dyrk1A ADPGlo,GSK3B inh,Platelet DG rel,GSK3A inh,HSF1 activator,HSF1 inh,IEC-6 tox,HSP90 inh
CCOc1ccc(-c2c(C(=O)N/N=C(\C)c3cccs3)nnn2-c2nonc2N)cc1,24.9,-17.7,nt,0.6,-1.2,-0.8,4.9,-1.6,2.8,0.5
CCc1cc2c(=O)[nH]c(COC)nc2s1,15.2,-44.4,6.1,-2.1,5.9,-0.7,-0.2,-6.1,0.4,1.2
CC(NC(=O)CN1C(=O)NC(C)(c2cccc3ccccc23)C1=O)c1ccccc1 (stereo not drawn),1.2,-25.8,-1.6,0.0,-18.2,-2.0,1.9,3.9,-4.8,-1.9
CCOC(=O)CC(=O)Nc1cc(Cl)ccc1O,17.8,12.1,9.3,-0.6,-3.0,nt,-10.2,2.3,-0.9,-0.4
Cc1ccc(CNC(=S)NC2CCCCC2)cc1,3.2,-8.8,-4.9,-1.7,-3.1,-1.6,2.5,-3.5,-4.9,-2.0
Cc1ccc(OCCCCN2CCc3ccccc3C2)c(C)c1,-30.3,-22.9,-3.9,0.9,-10.5,nt,10.0,-0.8,-0.3,0.6
Nc1c(NCCCN2CCOCC2)c2ccccc2oc1=O,-55.1,0.8,-3.4,1.0,-7.5,1.9,4.0,-3.8,-4.9,0.8
Cc1ccc(-n2nnc3c(=O)n(Cc4ccccc4C)cnc32)cc1,6.5,-19.6,1.1,4.1,5.7,-0.5,-6.4,2.8,2.4,-1.8

Assay outcomes from PubChem BioAssay.
